IL2 activator – activates IL-2 in a cell-based reporter assay; IL-2 activation reporter assay, cell-based qHTS; stimulated with anti-CD3/CD4/CD28 beads; in transgenic mouse T cells; activation, % (series mostly up to about 46 µM); 360,000 tested, 0.065% active; AID 652025; in the data active means activation above about 50%; inconclusive means mostly about 30% to 49%; further: 0% is about no effect
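Unstimulated transgenic mouse T cells; 60-min compound exposure; bead-based TCR/CD4/CD28 stimulation; 18 h culture, 37 degrees C; dual fluorescence (EGFP, DsRed) plate cytometry.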
PTHR1 ag – activates the human parathyroid hormone receptor PTHR1; Q03431; HEK293 GP2 PTHR1 cells, GloSensor cAMP luminescence, 1 h; Potency, µM (top dose mostly 115 µM), for inactives: top-dose activation, actives largely listed as activators; 410,000 tested, 0.075% active; further: potency means the concentration at half of the fitted maximal effect; nearly all actives have a fitted effect of over 55% in size; some results filed as inactive show a strong effect at the top dose; inactives centre near -15; many of its hits are not listed in these tables
Target sequence (Q03431 whole entry, looked up): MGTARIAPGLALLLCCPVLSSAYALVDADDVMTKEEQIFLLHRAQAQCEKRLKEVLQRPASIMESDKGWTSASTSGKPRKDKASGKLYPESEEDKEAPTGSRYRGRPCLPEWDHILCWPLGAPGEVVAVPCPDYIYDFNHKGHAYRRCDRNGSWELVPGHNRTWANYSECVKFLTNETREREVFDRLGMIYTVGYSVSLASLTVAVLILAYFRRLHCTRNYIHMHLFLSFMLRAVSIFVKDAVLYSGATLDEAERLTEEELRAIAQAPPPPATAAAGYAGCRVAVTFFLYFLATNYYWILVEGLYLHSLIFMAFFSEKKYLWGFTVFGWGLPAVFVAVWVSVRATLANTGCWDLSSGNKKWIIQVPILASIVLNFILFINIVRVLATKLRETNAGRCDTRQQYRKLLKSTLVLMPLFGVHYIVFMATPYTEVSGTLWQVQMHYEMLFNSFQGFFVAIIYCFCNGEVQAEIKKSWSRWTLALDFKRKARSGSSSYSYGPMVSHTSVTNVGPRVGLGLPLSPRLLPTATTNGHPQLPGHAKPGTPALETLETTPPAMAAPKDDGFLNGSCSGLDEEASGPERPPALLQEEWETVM
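HEK-293-derived GP2 cells expressing PTHR1 and a GloSensor cAMP reporter, 3,000/well, plated overnight, given luciferin plus IBMX (each 0.5 mM as added) for 1 h at 37 °C, then compound for 1 h at 37 °C. Luminescence was read after 15 min at room temperature.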
GLP1R inv ag – acts as inverse agonist at human GLP-1 receptor. P43220. HEK293 GLP-1R CRE-luciferase, luminescence, 24 h; GLP-1R form is constitutively active. Potency, µM (highest dose often 38.3 µM), without a hit: at the top dose activity change, negative = inhibition, hits mostly inhibitors. 410,000 tested, 1.6% active; further: potency means the concentration at half of the fitted maximal effect; on the % scale 0 is the no-effect control and ±100 the full control effect; nearly all actives have a fitted effect of over 55% in size
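Luminescence readout: a drop in cAMP-driven luciferase signal flags inverse agonism at a constitutively active GLP-1R stably expressed in HEK293. Compound exposure lasted 24 hr at 37 deg C, 5% CO2.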
EPAC1 antag – blocks human EPAC1 exchange factor; O95398; EPAC1 GEF assay, Rap1b-BODIPY-GDP exchange fluorescence; Potency, µM (series often up to 115 µM), for the others: top-dose activity change, negative = inhibition, most hits filed as inhibitors; 360,000 tested, 0.14% active; AID 720709;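 further: potency means the concentration at half of the fitted maximal effect; plate controls were vehicle for no effect and positive control for full effect; nearly all actives have a fitted effect of over 50% in size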
PI5P4Ka inh – inhibitors of human PI5P4K alpha; PI5P4Kalpha enzyme, ADP-Glo luminescence, 60 min; stronger effect = lower value; max response, %; 330,000 tested, 1.2% active; active means max response of -50% or lower; inconclusive means between -30% and -50%; inactive means -30% or higher; further: value at the top dose of about 77 µM; on the % scale 0 is the no-effect control and ±100 the full control effect
Target sequence (P48426 whole entry, looked up): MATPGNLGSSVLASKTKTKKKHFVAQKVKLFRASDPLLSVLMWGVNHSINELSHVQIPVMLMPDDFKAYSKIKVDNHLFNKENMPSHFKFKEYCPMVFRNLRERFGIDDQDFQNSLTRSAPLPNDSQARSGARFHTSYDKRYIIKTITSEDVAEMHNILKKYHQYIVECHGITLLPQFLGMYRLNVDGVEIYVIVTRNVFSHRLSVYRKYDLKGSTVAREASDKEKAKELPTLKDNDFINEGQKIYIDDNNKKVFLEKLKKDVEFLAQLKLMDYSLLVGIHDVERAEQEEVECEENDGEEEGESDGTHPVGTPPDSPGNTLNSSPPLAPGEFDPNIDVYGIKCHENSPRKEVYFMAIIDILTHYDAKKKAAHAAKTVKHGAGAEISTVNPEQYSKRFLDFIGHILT
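ADP-Glo luminescence end-point after a 60 min room-temperature kinase reaction. PI5P4Kalpha and substrate in HEPES pH 7.4 buffer with EGTA, 0.1% CHAPS and 5% DMSO; ATP at 5 microM final.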
GLP1R ag – agonists of human GLP-1 receptor; HEK293 GLP-1R CRE-luciferase, luminescence, 4-6 h; cells express a hypersensitive GLP-1R form; AID 624172; 380,000 tested, 0.007% active; Potency, µM (top dose mostly 45.6 µM), for the others: at the top dose activation, actives largely listed as activators; further: potency means the concentration at half of the fitted maximal effect; % of control where 0% means no effect
PLK1 PBD inh – PLK1 (human) polo-box domain binding inhibition; AID 720504; Potency, µM, inactives show max response, negative = inhibition, most hits filed as inhibitors; Plk1 PBD binding of FITC phosphopeptide, fluorescence polarization; 360,000 tested, 2.8% active; further: potency means the concentration at half of the fitted maximal effect; series mostly up to about 57 µM; on the % scale 0 is the no-effect control and ±100 the full control effect; nearly all actives have a fitted effect of over 65% in size
EPAC1 ag – activates human EPAC1 exchange factor; O95398; EPAC1 agonist qHTS, biochemical assay; response scale: 100% = response to 6.5 mM cAMP; Potency, µM (titrated, usually from 154 µM), for inactives: at the highest dose activation, most hits filed as activators; 360,000 tested, 0.073% active; AID 720707; further: potency means the concentration at half of the fitted maximal effect; nearly all actives have a fitted effect of over 60% in size
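Multi-concentration qHTS readout: loss of Rap1B-bound BODIPY-GDP fluorescence driven by 100 nM EPAC1 with excess GDP (50 uM), monitored kinetically at room temperature; agonist response expressed relative to 6.5 mM cAMP.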
HEK293 tox – cytotoxicity in counter-screen for GLP-1R inverse agonists. HEK293 cAMP-luciferase reporter cells, luminescence, 24 h. 410,000 tested, 0.13% active. Potency, µM (highest dose often 38.3 µM), for inactives: at the highest dose activity change, negative = inhibition, actives largely listed as inhibitors;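 further: loss of luciferase light is scored as toxicity; potency means the concentration at half of the fitted maximal effect; on the % scale 0 is the no-effect control and ±100 the full control effect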
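1536-well qHTS counterscreen of the MLSMR; 200 cells/uL, 12 h pre-incubation, 23 nL cpd, 24 h at 37 deg C 5% CO2, luciferase detection reagent, 12 min RT, luminescence. Inhibition = undesired.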
The depositor's hits bear a star; i = inactive; ? = inconclusive; . = not tested or not shown; [ ] = another dose, or the depositor's remark. Unless noted, the call rests on the fitted dose curve; in most records, active means well fitted curve in the direction sought with a large enough effect; inconclusive means small, poorly fitted or top-dose-only effect, or another doubt; inactive means no such curve, though single readings can be large; an effect the other way counts as inactive or inconclusive. Only part of the results is shown; count on the stated rates, not on these rows.

SMILES	IL2 activator	PTHR1 ag	GLP1R inv ag	EPAC1 antag	PI5P4Ka inh	GLP1R ag	PLK1 PBD inh	EPAC1 ag	HEK293 tox
CCOc1ccc(NC(=O)CC2C(=O)N(C)C(=S)N2Cc2ccco2)cc1 (configuration not stated)	-3.0	3%	3%	-20%	2	3%	-16%	-1%	-6%
Cc1ccc(-c2nnc(SCC#CCOC(=O)c3ccco3)o2)cc1	0.9	-1%	4%	-5%	.	0%	-11%	1%	2%
Cc1cc(NC(=O)c2cc(C3CC3)on2)no1	0.5	i	6%	-2%	6	-2%	0%	2%	3%
Cc1[nH]c2ccccc2c1/C=N/NC(=O)CNC(=O)c1ccccc1	-0.3	i	?	17%	-1	2%	-1%	-3%	-10%
CCOC(=O)c1[nH]c(C)c(CN(Cc2ccco2)C(=O)C(F)(F)F)c1C	-0.1	-21%	?	0%	10	12%	-4%	6%	-29%
CC(C)CC(C)N1CCC(n2nccc2NC(=O)CCc2ccccc2)CC1 (configuration not stated)	0.0	i	-22%	10%	4	10%	-5%	6%	-8%
N#CCc1ccc(OC(=O)c2cccnc2Cl)cc1	0.2	-6%	3%	?	5	7%	-18%	15%	6%
O=C(C1COc2ccccc2O1)N1CCN(c2ccc(C(F)(F)F)cn2)CC1 (configuration not stated)	-2.1	-36%[inhibitor]	?	3%	10	5%	-4%	7%	1%
CCN(CC)S(=O)(=O)c1ccc(C2=NOC3(C2)N(C)c2ccccc2C3(C)C)cc1 (configuration not stated)	11	-1%	?	-9%	3	0%	-3%	3%	3%
CNS(=O)(=O)c1cccc(C(=O)OCC(=O)N2c3ccccc3CC2C)c1 (configuration not stated)	-0.6	-1%	0%	-1%	-1	7%	-13%	4%	14%
CC(C)(C)c1ccc(C(=O)NCC(=O)OCC(=O)N2CCCC2)cc1	-0.1	-20%	0%	21%	-2	7%	-13%	4%	-5%
O=C(COc1ccc2c3c(c(=O)oc2c1)CCC3)N[C@@H](CSCc1ccccc1)C(=O)O	-0.4	-6%	-4%	-4%	-2	1%	-6%	1%	-6%
CCOc1ccccc1NC(=O)C1Cc2ccccc2CN1S(C)(=O)=O (configuration not stated)	-1.9	i	-15%	7%	2	11%	-5%	3%	-5%
COc1ccc(C2=NS(=O)(=O)N(C)C(C(=O)N3C(C)CCCC3C)=C2)cc1 (configuration not stated)	-1.4	i	-11%	-6%	-3	12%	-14%	11%	3%
COc1ccc(C(=O)NNC(=O)CCC(=O)NNC(=O)c2ccc(OC)cc2)cc1	0.4	i	9%	-2%	-2	3%	-19%	-5%	2%
COc1cccc(C(=O)N2CCC(O)(c3cccnc3)CC2)c1	-2.5	i	13%	-18%	-9	4%	-20%	-11%	-4%
Cn1c(SCC(=O)NC(=O)NCc2ccccc2)nnc1C(F)(F)F	1.8	-4%	-1%	-10%	2	-19%	-13%	4%	17%
COC(=O)C1(CC2CC(c3ccc(Cl)cc3)=NO2)CCN(C(=O)OC(C)(C)C)CC1 (configuration not stated)	0.5	-47%[inhibitor]	?	-7%	12	1%	-2%	-1%	7%
CCOC(=O)C(=Cc1ccc(-c2ccsc2C(=O)OC)o1)C(=O)OCC	-0.2	-41%[inhibitor]	-5%	-2%	4	7%	-3%	14%	4%
CCCCNC(=O)c1ccc(NC(C)=O)c(Cl)c1	0.9	1%	3%	-16%	-5	1%	-12%	-9%	18%
CCCCOn1c(C)c(C(=O)OCC)c2c3nonc3ccc21	0.5	-29%[57.5 µM]	-4%	-3%	5	-3%	-16%	2%	5%
Cc1cc(N2CCCC2)ccc1NC(=O)CN1C(=O)NC(C)(c2ccccc2)C1=O (configuration not stated)	-0.7	-6%	?	-14%	-1	8%	3%	-2%	15%
CCCCCn1c(=O)[nH]c2cc(C(=O)NCCCN3CCCCC3C)ccc2c1=O (configuration not stated)	1.6	i	?	14%	2	-1%	-2%	4%	18%
O=C(/C=C/c1ccc(Cl)cc1Cl)NCCSCc1ccccc1	-1.2	-91%	?	-7%	0	0%	4%	7%	-22%
Cc1ccc(S(=O)(=O)n2nc(-c3ccccc3)nc2NCc2ccc(Cl)cc2)cc1	.	i	17%	.	.	1%	.	.	-4%
O=S(=O)(NC1=NCCCCCC1)c1cccs1	-1.8	-19%[57.5 µM]	0%	-3%	.	4%	-9%	7%	1%
COc1ccccc1NC(=O)COC(=O)c1cnc(C)cn1	-0.8	i	-13%	-12%	6	1%	4%	-8%	6%
CCOc1ncccc1C(=O)OCC(=O)Nc1ccc(S(=O)(=O)N2CCCC2)cc1	0.7	i	15%	-16%	1	8%	-13%	10%	4%
O=C(Nc1ccc(-n2cnnn2)cc1)c1cn2ccccc2n1	-4.1	i	-2%	-12%	-8	13%	-19%	-1%	8%
CC(=O)N(c1ccccc1)C(C)c1nc(C#N)c(C#N)nc1C (configuration not stated)	-0.4	i	1%	3%	1	-6%	-2%	4%	1%
CN(C)c1ncccc1-c1nc2ccccc2s1	-0.5	-23%	7%[7.66 µM]	-22%	-1	18%	?	-2%	7%[7.66 µM]
O=C(NS(=O)(=O)Nc1ccccn1)c1c[nH]c2ccccc12	0.0	i	3%	-26%	-4	-6%	-8%	-2%	8%
COc1ccc(-c2csc3nc(C)nc(N4CCN(c5ccc(C(C)=O)cc5)CC4)c23)cc1OC	-2.9	-12%	-14%	-12%	-1	17%	-14%	10%	-17%
CCCC(NS(=O)(=O)c1ccc(C)cc1)C(=O)O (configuration not stated)	1.8	i	9%	14%	0	-13%	1%	-4%	1%
CCN(CC)C(=O)Cn1cc(C(=O)C(=O)NCC2COc3ccccc3O2)c2ccccc21 (configuration not stated)	-0.5	-15%	-7%[0.307 µM]	-1%	-10	0%	?	-4%	-10%[0.307 µM]
COc1ccccc1NC(=O)COc1ccc(Br)cc1CNCCCN1CCOCC1	0.3	29%	?	-10%	9	4%	-1%	4%	1%
O=C(Nc1ccc(N2CCOCC2)c(Cl)c1)C1CCCCC1	-2.6	i	11%	6%	.	17%	-6%	-6%	0%
O=C1c2cccc3cccc(c23)C(=O)N1CCCN(C(=O)c1cccs1)c1cccc(F)c1	0.3	-8%	0%	0%	-2	-8%	-3%	-7%	-12%
CCN(CC)S(=O)(=O)c1ccc(N(C)CCc2ccc(OC)c(OC)c2)nc1	-4.9	-69%[inhibitor]	37%[activator]	-10%	1	15%	?	-5%	8%
O=C(NC1CCCCCC1)c1ccc(S(=O)(=O)NCc2ccco2)cc1	-0.2	i	8%	8%	.	6%	-7%	-1%	0%
O=C(/C=C/c1ccccc1)CC(=O)c1ccccc1O	-0.7	-35%[inhibitor]	?	-16%	1	-1%	-5%	11%	8%
COc1ccc(NC(=O)CSc2nncn2N)c(OC)c1	-0.7	i	10%	7%	-4	-1%	-8%	-8%	-11%
CCC(=O)N(CCc1ccccc1C)Cc1cc2ccc(C)cc2[nH]c1=O	0.0	-16%	-12%	-5%	-1	-2%	-14%	15%	1%

Pulled one by one from the entries so far (4):
SMILES	IL2 activator	PTHR1 ag	GLP1R inv ag	EPAC1 antag	PI5P4Ka inh	GLP1R ag	PLK1 PBD inh	EPAC1 ag	HEK293 tox
Cc1[nH]c2ccccc2c1/C=N/NC(=O)CNC(=O)c1ccccc1	-0.3	i	?	17%	-1	2%	-1%	-3%	-10%
O=C1c2cccc3cccc(c23)C(=O)N1CCCN(C(=O)c1cccs1)c1cccc(F)c1	0.3	-8%	0%	0%	-2	-8%	-3%	-7%	-12%
CCCCNC(=O)c1ccc(NC(C)=O)c(Cl)c1	0.9	1%	3%	-16%	-5	1%	-12%	-9%	18%
O=C(Nc1ccc(-n2cnnn2)cc1)c1cn2ccccc2n1	-4.1	i	-2%	-12%	-8	13%	-19%	-1%	8%

Quoted from the listing:
Entry for O=S(=O)(NC1=NCCCCCC1)c1cccs1 in EPAC1 ag: 7%
Entry for COc1ccc(NC(=O)CSc2nncn2N)c(OC)c1 in IL2 activator: -0.7
Entry for O=C(/C=C/c1ccccc1)CC(=O)c1ccccc1O in IL2 activator: -0.7

Record cards, from the list above. Order of values: IL2 activator, PTHR1 ag, GLP1R inv ag, EPAC1 antag, PI5P4Ka inh, GLP1R ag, PLK1 PBD inh, EPAC1 ag, HEK293 tox
`CCCC(NS(=O)(=O)c1ccc(C)cc1)C(=O)O` (configuration not stated) as listed: 1.8, i, 9%, 14%, 0, -13%, 1%, -4%, 1%
`CCCCNC(=O)c1ccc(NC(C)=O)c(Cl)c1` as listed: 0.9, 1%, 3%, -16%, -5, 1%, -12%, -9%, 18%
`O=C(NS(=O)(=O)Nc1ccccn1)c1c[nH]c2ccccc12` as listed: 0.0, i, 3%, -26%, -4, -6%, -8%, -2%, 8%
`O=C(C1COc2ccccc2O1)N1CCN(c2ccc(C(F)(F)F)cn2)CC1` (configuration not stated) as listed: -2.1, -36%[inhibitor], ?, 3%, 10, 5%, -4%, 7%, 1%

Screening data deposited in PubChem BioAssay by National Center for Advancing Translational Sciences (NCATS).
